PLK1 PBD inh = blocks phosphopeptide binding to human PLK1 polo-box domain; P53350; Plk1 PBD binding of FITC phosphopeptide, fluorescence polarization; Potency, µM, inactives show max response, negative = inhibition, usual class: inhibitors; hit rate 2.8% among 360,000; also: potency is read from the fitted curve at half-maximal effect; series mostly up to about 57 µM; % is scaled to controls: 0 for no effect and ±100 for the full control effect; nearly all actives have a fitted effect of over 65% in size
GLP-1R inv ag = acts as inverse agonist at human GLP-1 receptor; P43220; hit rate 1.6% among 410,000; Potency, µM (top dose mostly 38.3 µM), for the others: at the highest dose activity change, negative = inhibition, most hits filed as inhibitors; HEK293 GLP-1R CRE-luciferase, luminescence, 24 h; GLP-1R form is constitutively active; also: potency is read from the fitted curve at half-maximal effect; % is scaled to controls: 0 for no effect and ±100 for the full control effect; nearly all actives have a fitted effect of over 55% in size
Target sequence (P43220 whole entry, looked up): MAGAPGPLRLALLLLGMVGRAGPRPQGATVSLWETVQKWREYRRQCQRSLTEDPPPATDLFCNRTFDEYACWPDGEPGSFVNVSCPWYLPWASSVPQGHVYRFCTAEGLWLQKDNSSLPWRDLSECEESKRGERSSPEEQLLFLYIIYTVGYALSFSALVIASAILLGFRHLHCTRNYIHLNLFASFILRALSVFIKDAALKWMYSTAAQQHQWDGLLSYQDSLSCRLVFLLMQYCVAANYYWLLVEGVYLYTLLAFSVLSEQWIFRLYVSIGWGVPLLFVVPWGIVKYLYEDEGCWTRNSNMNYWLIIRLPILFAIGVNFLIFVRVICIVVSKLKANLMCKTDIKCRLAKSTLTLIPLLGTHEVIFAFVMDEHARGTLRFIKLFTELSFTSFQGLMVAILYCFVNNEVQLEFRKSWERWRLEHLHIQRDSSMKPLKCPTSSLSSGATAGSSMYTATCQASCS
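Assay principle: reduced luminescence from a cAMP-responsive reporter in HEK293 cells co-expressing a constitutively active GLP-1R. Conditions: 24 hr compound incubation, 37 deg C, 5% CO2.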
HEK293 tox = cytotoxic in the GLP-1 receptor inverse agonist counter-screen; hit rate 0.13% among 410,000; HEK293 cAMP-luciferase reporter cells, luminescence, 24 h; Potency, µM (top dose mostly 38.3 µM), inactives show top-dose activity change, negative = inhibition, actives largely listed as inhibitors;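 also: loss of luciferase light is scored as toxicity; potency is read from the fitted curve at half-maximal effect; % is scaled to controls: 0 for no effect and ±100 for the full control effect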
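Compound-treated cells are incubated 24 hr at 37 deg C under 5% CO2 after a 12 hour attachment period, then luciferase detection reagent is added and luminescence is measured following 12 min at room temperature; lowered signal indicates toxicity.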
PTHR1 ag = activates the human parathyroid hormone receptor PTHR1; HEK293 GP2 PTHR1 cells, GloSensor cAMP luminescence, 1 h; Potency, µM (top dose mostly 115 µM), for the others: at the top dose activation, hits mostly activators; hit rate 0.075% among 410,000; Q03431; AID 743266; also: potency is read from the fitted curve at half-maximal effect; nearly all actives have a fitted effect of over 55% in size; some results filed as inactive show a strong effect at the top dose; inactives centre near -15; many of its hits are not listed in these tables
Target sequence (Q03431 whole entry, looked up): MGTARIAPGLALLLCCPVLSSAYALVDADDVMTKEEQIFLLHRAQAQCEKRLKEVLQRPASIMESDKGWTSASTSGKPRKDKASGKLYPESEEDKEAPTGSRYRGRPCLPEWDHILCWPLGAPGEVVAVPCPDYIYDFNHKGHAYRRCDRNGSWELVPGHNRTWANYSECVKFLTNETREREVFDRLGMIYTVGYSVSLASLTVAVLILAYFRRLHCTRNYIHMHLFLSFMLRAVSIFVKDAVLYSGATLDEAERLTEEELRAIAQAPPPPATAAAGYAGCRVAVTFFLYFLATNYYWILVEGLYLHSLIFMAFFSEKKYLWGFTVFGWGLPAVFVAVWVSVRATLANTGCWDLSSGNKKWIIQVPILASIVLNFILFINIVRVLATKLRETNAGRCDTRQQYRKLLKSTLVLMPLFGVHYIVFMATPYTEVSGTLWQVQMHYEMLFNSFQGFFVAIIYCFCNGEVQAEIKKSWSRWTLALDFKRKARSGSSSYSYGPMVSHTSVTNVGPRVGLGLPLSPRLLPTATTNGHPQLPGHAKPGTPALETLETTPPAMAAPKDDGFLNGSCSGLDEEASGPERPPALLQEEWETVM
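HEK-293-derived GP2 cells expressing PTHR1 and a GloSensor cAMP reporter, 3,000/well, plated overnight, given luciferin plus IBMX (each 0.5 mM as added) for 1 h at 37 °C, then compound for 1 h at 37 °C. Luminescence was read after 15 min at room temperature.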
GLP1R ag = GLP-1 receptor (human) agonism. P43220. HEK293 GLP-1R CRE-luciferase, luminescence, 4-6 h; cells express a hypersensitive GLP-1R form. Potency, µM (top dose mostly 45.6 µM), for the others: top-dose activation, actives largely listed as activators. hit rate 0.007% among 380,000; also: potency is read from the fitted curve at half-maximal effect; % of control where 0% means no effect
EPAC1 agonist = agonists of human EPAC1; hit rate 0.073% among 360,000; Potency, µM (top dose mostly 154 µM), for inactives: at the top dose activation, most hits filed as activators; O95398; EPAC1 agonist qHTS, biochemical assay; response scale: 100% = response to 6.5 mM cAMP; also: potency is read from the fitted curve at half-maximal effect; nearly all actives have a fitted effect of over 60% in size
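Nucleotide exchange assay: 100 nM EPAC1 with 250 nM Rap1B loaded with BODIPY-GDP and 50 uM GDP, room temperature. Fluorescence (480/540 nm) read every 5 min for 30 min; signal change normalized to 6.5 mM cAMP as full agonist.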
EPAC1 antagonist = antagonists of human EPAC1; O95398; EPAC1 GEF assay, Rap1b-BODIPY-GDP exchange fluorescence; Potency, µM (series often up to 115 µM), inactives show at the highest dose activity change, negative = inhibition, actives largely listed as inhibitors; hit rate 0.14% among 360,000; AID 720709;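 also: potency is read from the fitted curve at half-maximal effect; plate controls were vehicle for no effect and positive control for full effect; nearly all actives have a fitted effect of over 50% in size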
IL-2 act = activates IL-2 in a cell-based reporter assay. IL-2 activation reporter assay, cell-based qHTS; stimulated with anti-CD3/CD4/CD28 beads; in transgenic mouse T cells. hit rate 0.065% among 360,000. AID 652025. activation, % (series mostly up to about 46 µM); in the data active = activation above about 50%; inconclusive = mostly about 30% to 49%; also: 0% is about no effect
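EGFP and DsRed fluorescence is measured by plate cytometry in unstimulated transgenic mouse T cells exposed to compound for 60 minutes, then stimulated 18 hours at 37 degrees C with anti-CD3/anti-CD4 beads plus anti-CD28.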
PI5P4Ka inh = blocks human PI5P4K alpha kinase activity | max response, % | P48426 | hit rate 1.2% among 330,000 | PI5P4Kalpha enzyme, ADP-Glo luminescence, 60 min; stronger effect = lower value; active = max response of -50% or lower; inconclusive = between -30% and -50%; inactive = -30% or higher; also: value at the top dose of about 77 µM; % is scaled to controls: 0 for no effect and ±100 for the full control effect
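Controls without substrate or without enzyme flank wells where PI5P4Kalpha converts substrate using 5 microM ATP (final). Incubation lasts 60 minutes at room temperature; ADP formed is read by ADP-Glo luminescence.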
* = called active by the depositor; i = inactive; u = inconclusive; x = no result given; [ ] = another dose, or the depositor's remark. Unless noted, calls follow the shape of the dose curve; as a rule, active = well fitted curve in the direction sought with a large enough effect; inconclusive = small, poorly fitted or top-dose-only effect, or another doubt; inactive = no such curve, though single readings can be large; an effect the other way counts as inactive or inconclusive. An excerpt; the hit share may differ from the screen's.

SMILES	PLK1 PBD inh	GLP-1R inv ag	HEK293 tox	PTHR1 ag	GLP1R ag	EPAC1 agonist	EPAC1 antagonist	IL-2 act	PI5P4Ka inh
CC(=O)Nc1ccc(S(=O)(=O)N(C)CC(=O)OCC(=O)N(C)c2ccccc2)cc1	-18.5%	11.9%	102.6%[activator]	i	4.8%	-8.1%	-18.6%	-2.1	-2.2
NC(Cc1cnc[nH]1)c1csc(Nc2ccc(C(F)(F)F)cn2)n1 (configuration not stated)	-3.7%	-7.6%	-3.1%	i	-7.4%	-1.3%	-8.2%	0.9	7.9
CCOC(=O)C1=CC[C@@H](c2ccc([N+](=O)[O-])cc2)N(S(=O)(=O)c2ccc(C)cc2)[C@H]1c1ccccc1	0.2%	20.6%	-0.9%	-14.3%	-2.0%	2.0%	-2.3%	-0.2	-0.3
CCOc1ccc2c(c1)C(C)=CC(C)(C)N2S(=O)(=O)c1ccc(F)cc1	7.3%	u	-22.6%	-34.2%[inhibitor]	0.9%	-2.9%	3.6%	-0.5	6.1
CC(C)OC(=O)c1c(NC(=O)c2cnn3c2NC(c2ccccc2)CC3C(F)(F)F)sc2c1CCCC2 (configuration not stated)	-3.9%	11.1%	-7.7%	24.0%[57.5 µM]	-0.4%	0.0%	0.0%	2.5	1.0
O=C1C=C(c2cccc(O)c2)C[C@@H](c2ccc(F)cc2)C1	-12.3%	u	4.2%	-37.7%[inhibitor]	-6.1%	-6.5%	-11.4%	2.3	3.2
CC1(C(=O)NCCc2ccccc2)Cc2c(-c3ccccc3)ccnc2O1 (configuration not stated)	-9.0%	u	-5.5%	-6.4%	-0.7%	-11.3%	-7.1%	-0.5	0.1
CC(C)CCN1CCN(Cc2cn[nH]c2C2CCCCC2)CC1CCO (configuration not stated)	0.6%	-10.6%[7.66 µM]	-2.0%[7.66 µM]	-8.7%	-2.4%	-8.1%	-10.0%	0.6	0.6
COc1cc(C)c(-c2[nH]ncc2-c2csc(C)n2)c(O)c1	29.9µM*	-25.4%	2.5%	-5.2%	-3.9%	10.3%	3.2%	-0.8	-14.5
Cc1ccc(S(=O)(=O)Nc2cncnc2NS(=O)(=O)c2ccc(C)cc2)cc1	1.7%	u	-1.3%	i	10.6%	-4.3%	-5.9%	-0.9	6.1
CCn1cc(CN2CCC(n3nccc3NC(=O)C3CCCC3)CC2)cn1	0.6%	2.5%	-4.1%	i	-0.3%	11.1%	7.9%	-3.1	-0.3
Cc1ccc(NC(=O)c2sc(=S)n(-c3cc(C)ccc3F)c2N)cc1	11.9µM*	10.4%	-10.3%	-20.7%	-1.3%	7.1%	-1.4%	-2.1	-14.9
Cc1nc2ccccc2c(C(=O)O)c1-c1ccccn1	-1.4%	-10.1%	0.0%	-2.2%	5.8%	3.8%	7.0%	-0.6	-0.1
O=C1C(Cl)=C(Nc2cccc(O)c2)C(=O)N1Cc1ccccc1	26.7µM*	u	-20.5%	i	4.7%	5.7%	u	-0.2	-16.0
COc1cccc(N2CCN(S(=O)(=O)c3c(C)[nH]c(C)c3C(=O)N3CCCC3)CC2)c1	-2.5%	-21.6%	-0.3%	-2.6%	-1.0%	-3.8%	u	-0.6	2.3
COc1ccc(/C=N/Nc2nc3ccccc3o2)cc1O	-5.3%	u	-22.1%	-31.2%[inhibitor]	-8.1%	-0.1%	-3.8%	-1.6	-8.6
CCOC(=O)C1=C(COC(=O)C2CC(=O)N(CCc3ccccc3)C2)NC(=O)NC1C (configuration not stated)	2.0%	12.2%	4.4%	i	-0.6%	-2.5%	2.5%	0.2	0.2
Cc1ccc(C)c(NC(=O)CSc2ccc(S(=O)(=O)N3CCCC3)cn2)c1	-7.7%	11.5%	5.6%	-5.9%	-3.4%	0.7%	17.6%	-0.6	5.2
Cc1ccc(S(=O)(=O)N(C)C)cc1NC(=O)CN1C(=O)NC2(CCCc3ccccc32)C1=O (configuration not stated)	-5.4%	1.8%	-14.1%	i	3.5%	-3.1%	-12.5%	-0.4	-4.3
C=CCNc1nc(Cl)nc(Nc2cc(Cl)ccc2OC)n1	21.2µM*	11.0%	-6.7%	-12.1%	0.9%	-7.9%	9.1%	0.9	-8.4
CN(C)c1ccc(N/C=C/C(=O)c2ccco2)cc1	0.9%	u	u	-32.4%	-11.7%	-4.6%	2.4%	-3.2	u
O=C(CCC(=O)N1CCOCC1)c1ccc(F)cc1	-3.4%	8.5%	29.2%	-11.4%	4.7%	-3.1%	4.3%	-0.5	0.8
Cc1cc(Cl)ccc1NC(=O)/C=N/O	2.3%	0.6%	-1.5%	-1.9%	3.5%	6.0%	-1.6%	-0.7	-18.2
Cc1ccc2c(c1)-c1nc(-c3ccc4c(c3)NC(=O)CO4)cc(-c3ccc(F)cc3)c1CO2	x	-14.5%	-2.8%	-24.1%	0.2%	x	x	x	x
COc1ccc(-c2nn(-c3ccccc3)cc2C(=O)NC2CCCCC2C)cc1 (configuration not stated)	-0.1%	u	8.1%	-2.1%	9.0%	10.6%	-0.2%	-0.7	-3.6

Grouped by structure: the compounds so far with a CF3 group (2)
SMILES	PLK1 PBD inh	GLP-1R inv ag	HEK293 tox	PTHR1 ag	GLP1R ag	EPAC1 agonist	EPAC1 antagonist	IL-2 act	PI5P4Ka inh
NC(Cc1cnc[nH]1)c1csc(Nc2ccc(C(F)(F)F)cn2)n1 (configuration not stated)	-3.7%	-7.6%	-3.1%	i	-7.4%	-1.3%	-8.2%	0.9	7.9
CC(C)OC(=O)c1c(NC(=O)c2cnn3c2NC(c2ccccc2)CC3C(F)(F)F)sc2c1CCCC2 (configuration not stated)	-3.9%	11.1%	-7.7%	24.0%[57.5 µM]	-0.4%	0.0%	0.0%	2.5	1.0

The list goes on.
SMILES	PLK1 PBD inh	GLP-1R inv ag	HEK293 tox	PTHR1 ag	GLP1R ag	EPAC1 agonist	EPAC1 antagonist	IL-2 act	PI5P4Ka inh
O=C(NCCCN1CCCC1)Nc1ccccc1[N+](=O)[O-]	-6.8%	-17.1%	6.3%	-8.4%	5.8%	8.1%	15.4%	0.4	-8.1
COc1cc(OC)c2c(C)cc(=O)oc2c1C(CCN1CCN(c2ccccc2)CC1)c1ccc2c(c1)OCO2 (configuration not stated)	-20.2%	u	u	15.2%	-3.8%	-3.9%	-2.8%	-0.3	-0.9
CCOCCCn1c(-c2ccc(Cl)cc2)n[nH]c1=S	-6.2%	u	-33.5%	i	-9.9%	2.9%	6.2%	3.2	-3.7
CCc1nc2ccc(C(=O)Nc3ccc(C(=O)N(C)C)cc3)cn2c1N(C)CCCc1ccccc1	-1.7%	u	-11.5%	-22.9%	16.2%	5.7%	-8.0%	-0.1	2.6
CC(C)(CN1CCC(Cc2ccccc2)CC1)NS(=O)(=O)c1ccccc1	-2.7%	u	-2.2%	-19.1%	10.4%	2.3%	-1.5%	-1.3	-0.1
Cc1ccc(NC(=O)Cn2cccc2)cc1C	-7.3%	5.7%	-6.7%	i	-8.6%	5.2%	0.2%	-2.3	x
FC(F)(F)c1cccc(-n2cc(-c3ccccc3)[nH]c2=S)c1	-1.3%	-14.2%	15.8%	-4.9%	9.9%	-2.8%	3.2%	-5.9	-10.2
CS(=O)(=O)c1cccc(S(=O)(=O)N2CCN(c3ccccn3)CC2)c1	-7.4%	9.4%	28.0%	-50.7%[inhibitor]	2.2%	8.1%	u	0.6	1.8
CC(C)[C@H](NC(=O)N1CCn2c1nc1ccccc12)C(=O)NCC1CCCO1 (some centres not stated)	-4.7%	-6.7%	-11.6%	i	0.1%	3.8%	15.0%	-1.2	-0.3
O=C(CN1CCSCC1)N/N=C/c1ccccc1F	-9.5%	3.1%	15.1%	i	-9.7%	16.9%	1.3%	-2.3	x
CC(=O)Oc1cccc(C(=O)Nc2ccccc2NC(=O)c2cccc(OC(C)=O)c2)c1	-13.9%	4.7%	-12.5%	-13.5%	2.9%	-0.1%	0.7%	-4.7	0.0
Cc1ccc(NC(=O)OCCNC(=O)OC(C)C)cc1	-1.4%	6.5%	-3.0%	-12.2%	4.1%	-9.1%	-12.8%	0.0	11.7
COc1ccc(S(=O)(=O)N2CCSCC2)cc1	0.1%	12.0%	-1.7%	-41.5%[inhibitor]	-3.4%	9.8%	-0.2%	-0.3	10.1
Cc1c[n+](CC(=O)c2ccccc2)c(C)cn1	-6.1%	13.9%	-0.1%	i	-0.8%	7.1%	-6.8%	-2.0	9.2
O=[N+]([O-])c1ccc(CSc2nc3ccccc3[nH]2)cc1	-4.4%	-12.9%	-0.2%	-52.0%[inhibitor]	2.8%	4.7%	5.7%	-0.4	-5.4
Cc1ccc(S(=O)(=O)N2CCCCC2)cc1NC(=O)CSc1nnnn1C	-8.7%	0.1%	-4.7%	9.0%	5.5%	-6.1%	-17.5%	1.1	0.6
OC(c1ccc(Cl)c(F)c1)c1ncc(-c2ccc(Oc3ccccc3)cc2)[nH]1 (configuration not stated)	-8.5%	u	-32.4%	-27.9%	-4.3%	-2.6%	-7.4%	-1.1	-56.6*
Cc1nc(NCc2ccc3c(c2)OCO3)c2nnn(Cc3ccccc3)c2n1	1.2%	2.6%	5.2%	-20.6%[57.5 µM]	5.9%	-5.4%	-15.7%	3.1	x
C=CCn1c(=O)[nH]c2cc(C(=O)N3CC=C(c4ccccc4)CC3)ccc2c1=O	-8.9%	u	-3.2%	-8.0%	-0.8%	-9.2%	-29.2%	-0.2	u
Cc1cccc(-n2ncc3c(N4CCCc5ccccc54)ncnc32)c1	-21.5%	0.0%	-8.4%	-16.9%[57.5 µM]	6.0%	18.3%	-7.0%	1.8	x
CC(C)(C)N(Cc1ccccc1)C(=O)COC(=O)c1ccc([N+](=O)[O-])o1	-9.4%	-0.2%	-3.3%	-35.6%[inhibitor]	5.3%	-7.9%	-13.2%	1.1	-0.8

Screening data: PubChem BioAssay, National Center for Advancing Translational Sciences (NCATS)
